ERK EGF block: qHTS Assay for Inhibitors of the ERK Signaling Pathway using a Homogeneous Screening Assay; Stimulation with EGF | HEK293-V1b, EGF-stimulated phospho-ERK AlphaScreen | Potency, µM (titrated, usually from 11.5 µM), for the others: at the highest dose activity change, negative = inhibition, most hits filed as inhibitors | 130,000 tested, 0.41% active | AID 1454, 2008; active = well fitted inhibition curve with a large enough effect; inconclusive = small, poorly fitted or top-dose-only effect, or effect the other way;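 note: plate controls were stimulated vehicle wells for no effect and unstimulated vehicle basal for full effect; nearly all actives have a fitted effect of over 55% in size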
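HEK293 cells stably expressing V1b receptor, serum-reduced (1% FBS) overnight, pretreated 30 min with compound, then stimulated 5 min with 25 nM EGF; phospho-ERK detected by AlphaScreen SureFire. AC50 from Hill fits, normalized to DMSO and EGF.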
Starred values were filed as active, the others as inactive; ? = inconclusive; [ ] = remark or other dose. Potency is the fitted concentration of half-maximal effect. The list is partial; the hit share may differ from the screen's.

Start of the listing, in advance:
smiles,ERK EGF block
Cc1nn(-c2ccccc2)c(C)c1/C=N/NC(=O)c1cccs1,2%
O=C(Nc1nnc(-c2ccccc2F)s1)C1CCCO1 (centres undefined),12%
CC(NCCC(Cc1ccccc1)c1ccco1)c1ccccc1 (centres undefined),14%[57.5 µM]
COC(=O)c1oc(-c2ccc(Cl)cc2)nc1C,-20%
O=C(CNc1ccc(Cl)cc1)NNC(=S)NCc1ccccc1,13%
CSc1ncccc1C(=O)N1CCCC(CCC(=O)NCc2ccc(F)c(F)c2)C1 (centres undefined),-10%[57.5 µM]

The list itself, from the start:
smiles,ERK EGF block
Cc1nn(-c2ccccc2)c(C)c1/C=N/NC(=O)c1cccs1,2%
O=C(Nc1nnc(-c2ccccc2F)s1)C1CCCO1 (centres undefined),12%
CC(NCCC(Cc1ccccc1)c1ccco1)c1ccccc1 (centres undefined),14%[57.5 µM]
COC(=O)c1oc(-c2ccc(Cl)cc2)nc1C,-20%
O=C(CNc1ccc(Cl)cc1)NNC(=S)NCc1ccccc1,13%
CSc1ncccc1C(=O)N1CCCC(CCC(=O)NCc2ccc(F)c(F)c2)C1 (centres undefined),-10%[57.5 µM]
CC1CCCCC1N=C1NC(C)(C)CS1 (centres undefined),-7%
NC(=O)CC(NC(=O)Cc1ccc(Br)cc1)c1ccc(NCc2cc(F)ccc2F)c([N+](=O)[O-])c1 (centres undefined),-16%[57.5 µM]
Cc1ccc(CN2CCN(/N=C/c3ccc(Cl)c([N+](=O)[O-])c3)CC2)cc1,?
O=S1(=O)N=C(N(CCO)/N=C/c2ccccc2)c2ccccc21,-2%
COc1ccc(CNC(=O)c2cccc(C)c2[N+](=O)[O-])cc1,-8%
COC(=O)c1c(SCc2cccc3ccccc23)nc(=O)[nH]c1C,3%[57.5 µM]
O=C(NCc1ccccc1Cl)C(=O)NCC1OCCN1S(=O)(=O)c1cccs1 (centres undefined),1%
CS(=O)(=O)c1nc(-c2ccc(F)cc2)cc(C(F)(F)F)n1,-4%
COc1cccc(CN2CCN(C3CCOCC3)CC2CCO)c1 (centres undefined),5%[57.5 µM]
O=C(COC(=O)c1ccco1)Nc1ccccc1[N+](=O)[O-],5%
Cc1cccnc1CCNC(=O)CCc1nnc(-c2ccccc2)o1,8%
O=C(Cn1c(=O)c(=O)n(Cc2ccccc2)c2ccc(Cl)cc21)Nc1ccc(F)cc1F,-23%
Cc1ccccc1OCC(=O)OCC(=O)NCC1CCCO1 (centres undefined),-3%
CC(/C=C1\SC(=S)N(NC(=O)c2ccccc2C)C1=O)=C\c1ccccc1,?
O=C(COc1ccc2ccccc2c1)NCCc1ccc2c(c1)OCCO2,8%
O=C(CSc1ccc2nnc(-c3ccc(Cl)cc3)n2n1)N1CCCc2ccccc21,10%
O=C(O)/C=C\C(=O)Nc1ccc(N2CCN(c3ccc(F)cc3)CC2)cc1,-4%
O=C(CSc1nc(O)cc(=O)n1-c1ccccc1)Nc1ccccn1,-2%
COc1cc(/C=C/C(=O)OCC(=O)Nc2ccc(NC(C)=O)cc2)cc(S(=O)(=O)N2CCc3ccccc32)c1OC,-2%

smiles,ERK EGF block
Cc1ccc(Cn2nnc3c(=O)n(CC(=O)NCc4ccco4)cnc32)cc1,7%
c1ccc(OCc2nnc3n2N=C(c2ccccc2)CS3)cc1,-12%
O=C(COC(=O)[C@H](Cc1ccccc1)NC(=O)c1cccs1)NC1CC1,-1%
COc1cccc(-c2nc(CS(=O)(=O)CC(=O)NCc3ccccc3OC)c(C)o2)c1,4%
CC(Sc1nnc(COc2ccccc2)n1Cc1ccccc1)C(=O)O (centres undefined),6%
COc1ccc(Br)cc1/C=N/NC(=O)CN1CCN(Cc2ccccc2)CC1,-12%[57.5 µM]
CC(=O)Cc1cc(O)c2ccccc2c1OC(=O)c1ccccc1,-1%
CC(C)CNC(=O)C1c2ccccc2Oc2ccccc21,-3%
CC(=O)c1ccc(NC(=O)c2cn(-c3ccccc3)nc2-c2ccncc2)cc1,-27%
O=C(COC(=O)c1cc[n+]([O-])cc1)NCc1ccccc1Cl,-3%
CCOC(=O)c1cc(C)[nH]c1C,-2%[57.5 µM]
COc1ccccc1NS(=O)(=O)c1cc(NC(=O)c2sc3cc(Cl)ccc3c2Cl)ccc1C,1%
CC1=NN(/C(=N\c2nnc(C)s2)Nc2ccc(C(C)(C)C)cc2)[C@H](c2ccc(C)cc2)S1,2%
CCN1CCCc2cc(CN(CCN3CCOCC3)C(=S)Nc3ccc(OC)c(Cl)c3)ccc21,-1%
CC(C)CNc1nc(SCC(=O)Nc2ccccc2)nc(N2CCOCC2)n1,-1%
Nc1nnc(Cc2ccccc2F)s1,5%
Cc1ccccc1COC(=O)c1nn(-c2ccccc2)nc1N,4%
CSc1nc2ccccc2n1CC(=O)Nc1c(C)cccc1C,12%
COc1ccccc1-c1cncnc1Nc1ccc(F)cc1,?
COC(=O)C/C=C/[C@@H](C)[C@H](O)c1ccccc1Br,-1%
Cn1cccc1-c1cc(C(=O)N2CCc3c([nH]c4ccccc34)C2c2ccccn2)[nH]n1 (centres undefined),8%
CCOC(=O)C1C(=O)CC(C)(O)C(C(=O)OCC)C1c1ccccc1 (centres undefined),3%
Cc1nc(CCNS(=O)(=O)c2cccnc2)cs1,-2%[57.5 µM]
COc1cc(C(CCN2CCOCC2)c2c(OC)cc(OC)c3c2OC(=O)CC3c2ccc(N(C)C)cc2)cc(OC)c1OC (centres undefined),-15%[57.5 µM]
COc1ccc(N(CC(=O)N/N=C/c2cc(Br)c(C)o2)S(=O)(=O)c2ccc(NC(C)=O)cc2)cc1,1%

smiles,ERK EGF block
CCOC(=O)C1CCCN(S(=O)(=O)c2ccc(S(=O)(=O)N(CC)CC)cc2)C1 (centres undefined),-12%
Cc1cccc2nc(CSc3nc4cc([N+](=O)[O-])ccc4s3)cn12,?
CCS(=O)(=O)Nc1ccc(-c2nc3cccnc3s2)cc1,-1%[57.5 µM]
CCCCN(C(=O)c1ccc(Cl)c(S(=O)(=O)N2CCOCC2)c1)c1c(N)n(CCC)c(=O)[nH]c1=O,-6%[57.5 µM]
COC(=O)N/N=C/c1cn(CCCOc2ccccc2)c2ccccc12,9%
O=C(CNc1ccccc1-c1ccccc1)NCc1ccccc1,7%
Cc1ccc(-n2ncc(C(=O)Nc3ccc(Cl)cc3)c2C2CCNCC2)cc1C,5%
CC1CCN(c2c(NCc3ccc(C(=O)N4c5ccccc5CC4C)cc3)c(=O)c2=O)CC1 (centres undefined),18%
Cn1ncc(Br)c1C(=O)N/N=C/c1ccc(OS(=O)(=O)c2ccccc2)cc1,0%
N#C/C(=C\c1ccccc1OCc1ccc(C(=O)O)cc1)C(=O)Nc1ccc(O)cc1,2%
Cc1ccc(C(C(=O)NC2CCCCC2)N(C(=O)CCCC(=O)Nc2ccccn2)c2ccc3c(c2)OCCO3)cc1 (centres undefined),-3%
CC(Sc1cccc[n+]1[O-])C(=O)Nc1cccc(S(=O)(=O)N2CCOCC2)c1 (centres undefined),4%
CN(CCOc1ccccc1)CC(=O)Nc1cc([N+](=O)[O-])ccc1Cl,?
CN(C)c1nc(/C=C(\C#N)C(N)=O)c(Cl)n1-c1ccc(F)cc1,-1%
Cc1cc(C)cc(NC(=O)Nc2ccc(Cl)cn2)c1,2%
Cc1cc([N+](=O)[O-])cc(C)c1OCC(=O)N/N=C/c1ccc(OC(=O)c2ccccc2Br)cc1,-4%
COc1ccc(N2C(=O)C(CC(=O)Nc3ccccc3)N(Cc3cccs3)C2=O)cc1 (centres undefined),-4%[57.5 µM]
CN(C)c1ccc(/C=N/N=C(N)N)cc1[N+](=O)[O-],?
O=C1NC2=C(CCc3ccccc32)C(c2ccccc2)N1 (centres undefined),-4%
CCCCn1c(N)c(NCC)c(=O)[nH]c1=O,-10%
C[C@@H]1CC[C@H]2[C@H](C)[C@H]3CC[C@H]4C5[C@@H](O)CC6=CC(=O)CC[C@]6(C)[C@H]5C[C@H]4C3C(=O)N2C1 (some centres undefined),-7%
CN(CC(=O)Nc1ccccc1Oc1ccccc1)Cc1ccccc1F,8%
COc1cc(Cl)c(C)cc1NC(=O)COC(=O)C(NS(=O)(=O)c1ccc(Cl)cc1)C(C)O (centres undefined),-3%
C1CC2CN(c3nc4nonc4nc3N3CCSCC3)CCN2C1 (centres undefined),-17%
COc1ccc(NC(=O)c2ccc(COCC(F)(F)C(F)F)cc2)cc1OC,-4%

Reformatted field by field: part of the list above.
COc1cc(C(CCN2CCOCC2)c2c(OC)cc(OC)c3c2OC(=O)CC3c2ccc(N(C)C)cc2)cc(OC)c1OC (centres undefined)
  ERK EGF block: -15%[57.5 µM]

COc1ccc(N(CC(=O)N/N=C/c2cc(Br)c(C)o2)S(=O)(=O)c2ccc(NC(C)=O)cc2)cc1
  ERK EGF block: 1%

Carrying on.
smiles,ERK EGF block
COc1cc2c(cc1OC)C(SC)=NC(C)(C)C2,2%
COc1cccc(CSc2ccc(S(=O)(=O)N3CCOCC3)cc2C(=O)NCC2CCCO2)c1OC (centres undefined),-1%[57.5 µM]
O=C(N/N=C1\C(=O)c2cccc3cccc1c23)c1ccc(O)cc1,-7%
CCCCCC(=O)N/N=C/c1ccc([N+](=O)[O-])o1,9%[57.5 µM]
Cc1ccc(C2CC(c3cccs3)=NN2S(=O)(=O)c2ccc(C)cc2)cc1 (centres undefined),-1%
O=C(CSc1ccc(-c2ccccn2)nn1)c1ccccc1,-4%
Nc1nonc1-n1nnc(C(=O)N/N=C/c2cccc(Cl)c2)c1CSc1ccccc1,4%[57.5 µM]
CC[C@@H](C)C(NC(=O)OC(C)(C)C)c1cn([C@@H](CCC(=O)OC(C)(C)C)C(=O)N2CCN(C(=O)OC(C)(C)C)CC2)nn1 (some centres undefined),-2%[57.5 µM]
CCOC(=O)n1c(=O)oc2ccc(Cl)cc21,8%
Nc1ccccc1SC1CC(=O)N(c2ccc(Cl)c(Cl)c2)C1=O (centres undefined),-17%[57.5 µM]
Nc1nnnn1/N=C/c1ccccc1OCc1ccc(Cl)cc1,-3%
Brc1ccccc1-c1csnn1,5%
COc1ccc([N+](=O)[O-])cc1N(CC(O)CN1CCCCC1)S(=O)(=O)c1ccccc1 (centres undefined),7%
CCc1c(C)sc(NC(=O)c2ccccc2[N+](=O)[O-])c1C(N)=O,7%
N=C1C(c2ccccc2)=C(O)CN1c1cccc(S(=O)(=O)N2CCOCC2)c1,-6%[57.5 µM]
Cc1c(NC(=O)CSc2ncnc3ccccc23)c(=O)n(-c2ccccc2)n1C,-23%
COc1ccc(C(=O)C2CCCN(Cc3cccc4c3OCO4)C2)cc1OC (centres undefined),3%[57.5 µM]
Cn1c(-c2c(N)n(-c3ccccc3)c3nc4ccccc4nc23)nc2ccccc21,?
CCCn1c(=O)c2[nH]cnc2n(-c2ccccc2C)c1=O,5%[57.5 µM]
Cc1ccc(-c2nn(-c3ccccc3)cc2C(=O)O)o1,2%
C#CCn1c(=NC(=O)c2ccccc2[N+](=O)[O-])sc2cc(S(C)(=O)=O)ccc21,5%
O=C(NNC1=NCCC1)c1cccc(S(=O)(=O)N2CCCC2)c1,1%
Cn1c(SCC(=O)N2CCc3ccccc3C2)nnc1-c1ccncc1,2%
Brc1cc2c(cc1C1Nc3ccccc3C3C=CCC31)OCO2 (centres undefined),-1%
O=c1cc(CSc2nnc(NC3CCCCC3)s2)nc2sccn12,-2%

smiles,ERK EGF block
Cc1ccc2nc(-c3ccc(NS(=O)(=O)c4ccc(F)cc4)cc3)sc2c1,5%
O=C(COc1cccnc1[N+](=O)[O-])c1c[nH]c2ccccc12,-6%[57.5 µM]
CCOC(=O)c1ccc(NC(=S)NC(=O)c2nn(CC)cc2Br)cc1,-2%
O=C(C1CCN(S(=O)(=O)c2ccccc2[N+](=O)[O-])CC1)N1CCOCC1,-5%
O=C(O)c1cc(-c2ccc(/C=C3\NC(=O)N(c4ccc(Cl)cc4)C3=O)o2)ccc1Cl,-13%
O=C(COc1ccccc1)N(Cc1cccs1)C1CCS(=O)(=O)C1 (centres undefined),8%[57.5 µM]
COc1ccccc1C(=O)NCC(=O)OCC(=O)c1ccc2c(c1)-c1ccccc1C2,3%
COC(=O)Cc1c(OC)ccn(CCc2c[nH]c3ccccc23)c1=O,-8%
Cc1ccc(C2Nc3ccc4ccccc4c3C3=C2C(=O)CC(C)(C)C3)o1 (centres undefined),3%
CC(/C=N/n1c(-c2ccncc2)n[nH]c1=S)=C\c1ccco1,-4%[57.5 µM]
Cc1ccc(C)c(NC(=O)CSc2nc3[nH]ncc3c(=O)[nH]2)c1,-2%
NS(=O)(=O)c1ccc(NC(=O)c2c(Cl)cccc2Cl)cc1,-17%
C/C(=C\C=C(C#N)C#N)c1cc(C#N)c(N)o1,?
CN1CCO/C1=C(\C(Cl)=C(Cl)Cl)[N+](=O)[O-],-7%
O=C(NCCSc1ccccc1)c1ccc(CN2CCOCC2)cc1,13%[57.5 µM]
O=C(Cc1ccc(-n2c(=O)c3sccc3n(CC(=O)Nc3ccccc3F)c2=O)cc1)NCc1ccco1,6%
CC(C)C(=O)NC(NC1CCS(=O)(=O)C1)C(Cl)(Cl)Cl (centres undefined),-10%
